Lipid storage S3 = qHTS Assay for Lipid Storage Modulators in Drosophila S3 Cells. Drosophila S3 cells, BODIPY lipid droplet fluorescence, 18-24 h; cells fed with added oleic acid. lipid storage change, negative = inhibition, % at the top dose, mostly 46.1 µM; hits show Potency in µM. 0.64% of 320,000 active; active means well fitted inhibition curve with a large enough effect in the signal ratio, with a control signal flat, not every such curve was filed as active; inconclusive means small, poorly fitted or top-dose-only effect, or effect the other way, or a change in a side signal; the % refers to the signal ratio
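Drosophila S3 cells got compounds at several concentrations plus oleic acid (400 uM solution). Laser-scanning cytometry with 488 nm excitation read lipid droplets at 500-530 nm and cells at 575-640 nm. Percent activity was relative to 20 uM Triacsin C.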
Lipid storage S3 cell count max = second read-out of Lipid storage S3, no call of its own (marks repeat the call); cell number change, %; measured here: cell count max response;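 cells counted by Cell Tracker Red CMTPX staining in the red channel; peak over a dose series mostly up to 46.1 µM; percent activity relative to internal control wells on each plate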
Starred values were filed as active, the others as inactive; i = inactive; ? = inconclusive; nt = not tested or not shown; [ ] = remark or other dose. On the % scale 0 is the no-effect control and ±100 the full control effect; potency means the concentration at half of the fitted maximal effect.

SMILES	Lipid storage S3	Lipid storage S3 cell count max
C/C(N)=C(/C#N)C(=O)COC(=O)C1CSC2(c3ccc(F)cc3)CCC(=O)N12 (centres undefined)	?	nt
Cc1ccccc1NC(=O)C1CCCN1S(=O)(=O)c1ccc2c(c1)n(C)c(=O)c(=O)n2C (centres undefined)	?	nt
CC1(C)CC(NC(=O)Cc2ccccc2[N+](=O)[O-])CC(C)(C)N1	?	nt
CN(C)CCCn1c(SCC(=O)Nc2nccs2)nnc1-c1ccncc1	i	-8
NC(=O)CC(NC(=O)c1cccc(Br)c1)c1ccc(N2CCC(N3CCCCC3)CC2)c([N+](=O)[O-])c1 (centres undefined)	?	nt
COc1ccccc1NC(=O)CSc1ccc2nnc(-c3ccc(C)cc3)n2n1	?	nt
CCC1(C)COC2(OC1)C(=O)Nc1ccccc12 (centres undefined)	i	-10
O=C(NCC1CCN(Cc2ccc(F)cc2)CC1)C1CCCN(c2ncnc3c2nc2n3CCCCC2)C1 (centres undefined)	i	-7
O=C(CCCNC(=O)/C(=C\c1ccccc1F)NC(=O)c1ccccc1)OCc1ccccc1	-15%	11
CCN(CC)S(=O)(=O)c1ccc2c(c1)NC(=O)C1CCCN21 (centres undefined)	0%	-10
COc1cccc(N2CCN(C(=O)c3ccc4nc(N5CCC(C)CC5)sc4c3)CC2)c1	?	nt
O=C(c1nn(-c2ccccc2)c(=O)c2ccccc12)N1CCN(c2ncccn2)CC1	?	nt
Cc1ccccc1Nc1c(F)c(F)c(F)c(F)c1C(=O)O	0%	-9
COc1ccc(/C(C)=N/Nc2nc(C)c(C(C)=O)s2)cc1	?	nt
CCC(C)N(C(=O)COC(=O)CSc1ccc(C)c(C)c1)C1CCS(=O)(=O)C1 (centres undefined)	?	nt
Cc1ccc(CSCC(=O)N(C)CC(=O)Nc2ccccc2Cl)cc1	-9%[0.0737 µM]	nt
Nc1ccc(NC(=O)c2ccco2)c(Cl)c1	2%	8
COC(=O)c1c(C)[nH]c(C(=O)CN2CCOCC2)c1C	i	22
COc1ccc(/C=N/NC(=O)Nc2cccc3nsnc23)c(OC)c1	?	nt
COc1ccc(Nc2nc(NCCO)nc(OC)n2)cc1	?	nt
CS(=O)(=O)N(CC(N)=O)Cc1ccc(Cl)cc1	?	nt
CC(=O)Nc1nnc(CCN2CCCCC2)s1	i	nt
O=C(NCC(F)(F)F)Nc1ncccn1	-8%	1
OCCC1CN(Cc2ccsc2)CCN1C1CCCC1 (centres undefined)	1%	0
C/C(=N\NC(N)=S)c1ccc(Cl)s1	?	nt
CC(Sc1nnc(-c2ccccc2F)n1C1CC1)C(N)=O (centres undefined)	i	21
COCCN(C(=O)CC1CCCC1)c1c(N)n(CC(C)C)c(=O)[nH]c1=O	-6%	1
Cc1ccc(N(C)C(=O)c2ccc3c(Cl)c4c(nc3c2)CCC4)cc1C	?	nt
COc1cc(C(=O)Nc2ccc3c(c2)Cc2ccccc2-3)cc(OC)c1OC	12%	1
CC(=O)N1c2ccc(S(=O)(=O)NCc3ccco3)cc2CC1C (centres undefined)	i	8
COc1ccc(CC(=O)N(C)Cc2ccc(C(C)(C)C)cc2)cc1S(=O)(=O)N1CCOCC1	?	nt
Nc1c(S(=O)(=O)c2ccccc2)cnc2c(-c3ccc(F)cc3)cnn12	?	nt
CC(C)(C)CC(=O)Nc1ccccc1N1CCN(c2ccccc2)CC1	2%	0
CCn1c(SCC(=O)NCC2CCCO2)nc2c(c1=O)SCC2 (centres undefined)	11%	nt
O=C(C1CCN(S(=O)(=O)c2cccc3cccnc23)CC1)N1CC=C(c2ccccc2)CC1	?	nt
Cc1cc(SCC#N)nc2ccccc12	?	nt
Cc1ccc(SCCC(=O)NCCSCc2ccccc2C)cc1	?	nt
CC1CCN(c2nnc(NC(=O)Cn3c(=O)oc4ccccc43)s2)CC1	?	nt
CCOc1cc2c3c(c1)C(C)CC(C)(C)N3C(=O)C2=O (centres undefined)	2%	-9
Cc1noc(C)c1S(=O)(=O)N1CCC(C(=O)N2CCN(c3ccccc3Cl)CC2)CC1	?	nt
CC(=O)c1ccc(N2CCN(C3CCC(C(C)(C)C)CC3)CC2)cc1 (centres undefined)	-30%	10
CC1N(C(=O)N(C)C)CCN1S(=O)(=O)c1ccccc1 (centres undefined)	?	nt
CCOC(=O)c1c(NC(=O)CCl)sc(CN(C)C)c1-c1ccccc1	?	nt
OCC1(Cc2ccccc2)CCN(Cc2cnn(-c3ccccc3F)c2)CC1	i	8
O=C1/C(=C/c2ccc(F)c(F)c2)CSc2sccc21	i	nt
CC(C)CC(=O)N1CCN(Cc2cccc(Cl)c2)CC1	?	nt
CCN(CC)c1ccc(C(=O)OCC(=O)c2ccco2)cc1	i	9
CNc1cc(CSC)nc(SCc2ccc(Cl)cc2Cl)n1	i	nt
OCC1(Cc2cccc(F)c2)CCN(Cc2cccc3nccnc23)CC1	-10%	8
CC(=O)c1ccc(NC(=O)/C(=C\c2ccco2)NC(=O)c2ccco2)cc1	?	nt
COc1ccc(N(C(=O)c2cnccn2)C(C(=O)NC2CCCCC2)c2cc(OC)c(OC)c(OC)c2)cc1 (centres undefined)	?	nt
Cc1[nH]nc2c1C1(CCN(C(=O)OCc3ccccc3)CC1)C(C#N)=C(N)O2	21%	13
COc1ccc2nc(SCC(=O)Nc3cc(C)on3)[nH]c2c1	?	nt
CCCCNC(=O)COC(=O)c1ccccc1F	?	nt
COC(=O)c1ccc(COC(=O)C(CCSC)NC(=O)COc2ccccc2)cc1 (centres undefined)	-6%	nt
COc1ccc2c(c1OC)C(=O)OC2Nc1nc(-c2cc3cc(Br)ccc3oc2=O)cs1 (centres undefined)	?	nt
CCn1c(C)nc2cc(C(=O)NNS(=O)(=O)c3ccccc3F)ccc21	?	nt
N#Cc1ccc(NCC(=O)N2CCN(S(=O)(=O)c3ccccc3)CC2)cc1	?	nt
NC(=O)COc1ccc(NC(=O)OCc2ccccc2)cc1	?	nt
Cc1ccc(C)c(-n2c(SCC(=O)N3CCC(C(=O)O)CC3)nnc2-c2cccc(Cl)c2)c1	?	nt

More compounds:
SMILES	Lipid storage S3	Lipid storage S3 cell count max
CCN(CC)CCCNc1nc2cc(OC)c(OC)cc2c2nc(-c3ccccc3)nn12	?	nt
COc1cc2c(cc1OC)C(C)N(C(=O)c1cc3n(n1)C(C(F)(F)F)CC(c1ccco1)N3)CC2 (centres undefined)	?	nt
Cc1cccc(C)c1NC(=O)CN1C(=O)C(C)Oc2ccccc21 (centres undefined)	-8%	3
Cc1ccccc1N1C(=O)C2ON(c3ccccc3)C(c3ccncc3)C2C1=O (centres undefined)	?	nt
Cc1cc(C(=O)O)ccc1N=Cc1c(O)ccc2ccccc12	2%	-1
Cc1ccccc1NC(=O)C1CCN(c2cc(-c3ccccc3)nc3ncnn23)CC1	?	nt
CCOC(=O)c1sc2c(c1C)c(=O)c(C(=O)OCC)cn2CC	-24%	-13
CN(C)S(=O)(=O)c1cc(NC(=O)COC(=O)c2ccc3c(c2)OCO3)ccc1Cl	13%	3
Cc1nc2cc(-c3ccccc3)nn2c(C)c1CCC(=O)NC(C)c1ccc2c(c1)OCCO2 (centres undefined)	23%	nt
O=C(NCc1ccco1)c1cccc(S(=O)(=O)N2CCc3ccccc32)c1	5%	3
CN(c1ccccc1)S(=O)(=O)c1ccc(Cl)c(C(=O)NCc2ccccc2CN2CCCC2)c1	?	nt
N#C/C(=N\Nc1ccc(Cl)cc1)C(=N)N1CCCCCC1	?	nt
O=C(NCc1ccccn1)C(=O)NCC(c1ccco1)N1CCOCC1 (centres undefined)	?	nt
Cc1ccc(-c2nnc(N3CCOCC3)c3ccccc23)cc1S(=O)(=O)NCc1cccnc1	23%	6
O=C(CCc1nc(-c2ccc(Cl)cc2)no1)NCC1CCCO1 (centres undefined)	5%	14
COc1cc(OC)c(C(=O)N2CCN(c3ccccn3)CC2)cc1OC	?	nt
O=C(CC(n1cncn1)C(Cl)(Cl)Cl)c1ccc([N+](=O)[O-])cc1 (centres undefined)	?	nt
CCN(CC)S(=O)(=O)c1ccc2[nH]cc(C(=O)NCCCN3CCCCC3)c(=O)c2c1	?	nt
COc1cccc(C(=O)N(c2ccccc2)C2C=CS(=O)(=O)C2)c1 (centres undefined)	3%	10
CCOc1ccc2nc(NCCNC(=O)Nc3cccc(C)c3)c(C#N)cc2c1	?	nt

Overlap with the part before: two compounds, followed by the next part.
SMILES	Lipid storage S3	Lipid storage S3 cell count max
COc1cccc(C(=O)N(c2ccccc2)C2C=CS(=O)(=O)C2)c1 (centres undefined)	3%	10
CCOc1ccc2nc(NCCNC(=O)Nc3cccc(C)c3)c(C#N)cc2c1	?	nt
O=C1O/C(=C/c2ccccc2)c2ccccc21	?	nt
Cc1c(CCO)c(=O)[nH]n1S(=O)(=O)c1cccc(C(F)(F)F)c1	?	nt
Nc1nnc(CCS(=O)(=O)c2cc(Cl)ccc2Cl)s1	?	nt
Cc1cc(NC(=O)CCC(=O)N(C2CC2)C(C(=O)NC(C)(C)C)c2ccccc2Cl)no1 (centres undefined)	i	nt
COc1ccccc1C1=NOC(Cn2c(NCC3CCCO3)nc3c2c(=O)n(C)c(=O)n3C)C1 (centres undefined)	-19%	-18
O=c1c2ccccc2nc(SCc2ccc(F)cc2Cl)n1CCCN1CCOCC1	-1%	nt
CSc1ccccc1OC1CCN(Cc2ccccc2)CC1	i	-10
COc1cc(Br)ccc1C1CC(=O)C(C)C(c2ccc(Br)cc2OC)N1 (centres undefined)	8%	13
CN(C)c1nc(-c2ccccn2)nnc1-c1ccccc1	?	nt
COC(=O)CSc1cc([N+](=O)[O-])ccc1NC(=O)OC	?	nt
O=C1COc2ccc(C(=O)NCc3ccco3)cc2N1	?	nt
CCCCn1c(N)c(N(CCOC)C(=O)c2ccc(N(C)S(=O)(=O)c3ccc(C)cc3)cc2)c(=O)[nH]c1=O	-51%[0.0737 µM]	10
O=c1[nH]c2ccc(NS(=O)(=O)c3ccc4ccccc4c3)cc2[nH]1	?	nt
C=CCn1c(COc2ccc(F)cc2)nnc1SCC(=O)N1CC(=O)Nc2ccccc21	?	nt
CCC(O)C1CCN(C(=O)c2cc(COc3ccc4ncccc4c3)on2)CC1 (centres undefined)	9%	nt
C=CCc1cc(C)ccc1OCCOCCC(C(=O)OCC)C(=O)OCC	?	nt
O=[N+]([O-])c1ccc(Oc2cccc3cccnc23)c(Cl)c1	19%	nt
CCNC(=O)CSc1ncnc2sccc12	?	nt
O=C(/C=C/c1ccccc1)Oc1ccccc1C(=S)N1CCOCC1	4%	-1
COc1ccc(CN(CC2CCC(C(=O)O)CC2)C(=S)Nc2cc(Cl)ccc2OC)cc1 (centres undefined)	4%	-12

Compound profiles (already shown). Order of screens: Lipid storage S3, Lipid storage S3 cell count max
Cc1ccc(-c2nnc(N3CCOCC3)c3ccccc23)cc1S(=O)(=O)NCc1cccnc1 reads 23%, 6
CCCCn1c(N)c(N(CCOC)C(=O)c2ccc(N(C)S(=O)(=O)c3ccc(C)cc3)cc2)c(=O)[nH]c1=O reads -51%[0.0737 µM], 10
NC(=O)COc1ccc(NC(=O)OCc2ccccc2)cc1 reads ?, nt
Cc1ccc(CSCC(=O)N(C)CC(=O)Nc2ccccc2Cl)cc1 reads -9%[0.0737 µM], nt

In the list so far, 6 contain a thiophene ring, fused or not.
SMILES	Lipid storage S3	Lipid storage S3 cell count max
OCCC1CN(Cc2ccsc2)CCN1C1CCCC1 (centres undefined)	1%	0
C/C(=N\NC(N)=S)c1ccc(Cl)s1	?	nt
CCOC(=O)c1c(NC(=O)CCl)sc(CN(C)C)c1-c1ccccc1	?	nt
O=C1/C(=C/c2ccc(F)c(F)c2)CSc2sccc21	i	nt
CCOC(=O)c1sc2c(c1C)c(=O)c(C(=O)OCC)cn2CC	-24%	-13
CCNC(=O)CSc1ncnc2sccc12	?	nt

(list continues)
SMILES	Lipid storage S3	Lipid storage S3 cell count max
O=C(CCN1C(=O)C2C3C=CC(C3)C2C1=O)NCc1cccnc1 (centres undefined)	?	nt
COc1cccc(CNC(=O)CSc2ccc(-c3ccncc3)nn2)c1	3%	nt
CCn1cc(S(=O)(=O)c2ccc(OC)cc2)c(=O)c2cc(OC)ccc21	3%	-13
O=C(O)c1ccccc1C(=O)N1CCN(C(=O)c2ccccc2Cl)CC1	2%	19
Cc1ccc2cc(CN(CC3CCCO3)C(=O)Nc3ccccc3F)c3nnnn3c2c1 (centres undefined)	?	nt
O=C(NC1CCCN(Cc2ccc(Cl)cc2)C1)c1ccccc1C(F)(F)F (centres undefined)	?	nt
CC(=O)c1ccc(NC(=O)CCS(=O)(=O)c2ccc3c(c2)n(C)c(=O)c(=O)n3C)cc1	i	-4
Cc1cccc2sc(N(CCCN(C)C)C(=O)c3nc4ccccc4s3)nc12	?	nt
Cc1ccc(NC2CCCN(C(=O)c3ccoc3)C2)cc1C (centres undefined)	-4%	-12
COC(=O)C1CCN(C(=O)/C=C/c2ccccc2)CC1	?	nt
Cc1ccccc1/C=N/Nc1ccnc2cc(Cl)ccc12	?	nt
O=C(Nc1ccccc1C(=O)O)c1ccc(CN2C(=O)c3ccccc3C2=O)cc1	29%	nt
CC(=O)N1CCC(N(C(=O)Nc2ccc(C)c(C)c2)C2CCCC2)CC1	?	nt
COc1ccc(NC(=O)CSc2nnc(CNc3ccc(C)cc3)n2C)cc1	1%	-11
CC(=O)Nc1c2c(nn1-c1ccccc1C)CSC2	27%	24

The list is partial (hit frequency here may not be typical).
